Source: PubChem BioAssay (Sanford-Burnham Center for Chemical Genomics)
MIN6 prolif: induces beta-cell replication in MIN6 cells; AID 2380; proliferation, % at 10 µM; 330,000 compounds, 0.29% hits; MIN6 cells proliferation, ATPlite luminescence, 48 h; cells starved in 0.2% serum; 100% = growth in 10% serum;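 active means compounds whose signal lies at least 3.5 SD above the mean of all wells on their plate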;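 further: 0% = DMSO-treated cells in low-serum medium and 100% = 10% serum control; some compounds called inactive have numbers as strong as hits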
SENP6 block: inhibitors of human SENP6 protease; 330,000 compounds, 1.8% hits; inhibition, % at 10 µM; Recombinant SENP6 catalytic domain, aminoluciferin luminescence;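 active means inhibition above about 50% at the single tested dose, limit read from the data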;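 further: plate controls were DMSO wells with enzyme for no effect and DMSO wells lacking enzyme for full effect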
Target sequence (Q9GZR1 628-1112 limits assumed): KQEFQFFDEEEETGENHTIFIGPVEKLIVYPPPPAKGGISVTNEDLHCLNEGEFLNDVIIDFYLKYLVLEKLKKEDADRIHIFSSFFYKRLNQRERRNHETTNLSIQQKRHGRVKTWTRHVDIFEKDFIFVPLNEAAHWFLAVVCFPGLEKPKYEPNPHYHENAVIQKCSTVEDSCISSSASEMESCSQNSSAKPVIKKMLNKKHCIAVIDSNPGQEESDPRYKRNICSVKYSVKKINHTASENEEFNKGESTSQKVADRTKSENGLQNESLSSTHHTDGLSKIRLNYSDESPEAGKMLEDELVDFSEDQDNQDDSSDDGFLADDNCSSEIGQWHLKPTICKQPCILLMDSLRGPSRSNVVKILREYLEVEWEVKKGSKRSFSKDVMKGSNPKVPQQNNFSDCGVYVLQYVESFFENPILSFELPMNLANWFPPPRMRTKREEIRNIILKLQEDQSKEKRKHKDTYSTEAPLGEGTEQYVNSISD
PfGluPho inh: PfG6PD (Plasmodium falciparum) enzyme inhibition | 350,000 compounds, 0.78% hits | PfGluPho enzyme, NADPH resazurin-diaphorase fluorescence | inhibition, % at 20 µM;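 active means inhibition reaching at least a set limit at 20 µM in the primary screen, cut at about 59% in these data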;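 further: 0% = DMSO wells with substrate and 100% = DMSO wells lacking glucose-6-phosphate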
SENP7 block: SENP7 protease inhibition; inhibition, % at 5 µM; recombinant SENP7, Z-RLRGG-aminoluciferin luminescence, 40 min; 330,000 compounds, 1.5% hits; Q9BQF6;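 active means inhibition above about 50% at the single test dose, limit read from the data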;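 further: plate controls were DMSO with enzyme for no effect and no enzyme buffer wells for full effect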
SENP8 block-1: inhibitors of human SENP8 protease | Q96LD8 | recombinant SENP8, Nedd8 substrate fluorescence | 360,000 compounds, 0.64% hits | AID 602440 | inhibition, % at 20 µM; in the data active means inhibition mostly above about 40%, no sharp cut-off; inactive means mostly below about 27%
Target sequence (Q96LD8 whole entry, looked up): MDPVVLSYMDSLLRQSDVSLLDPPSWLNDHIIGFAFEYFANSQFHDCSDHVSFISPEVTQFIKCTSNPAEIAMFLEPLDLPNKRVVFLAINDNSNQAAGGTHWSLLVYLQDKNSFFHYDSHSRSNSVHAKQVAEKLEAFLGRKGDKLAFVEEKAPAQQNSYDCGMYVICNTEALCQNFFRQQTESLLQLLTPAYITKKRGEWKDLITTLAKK
UBC13 polyUb: blocks human UBC13 polyubiquitin chain formation; TR-FRET; 330,000 compounds, 0.47% hits; inhibition, % at 20 µM; in the data active means inhibition above about 45%, passing the limit was not always enough; inconclusive means no clear call, values can overlap the other calls
Target sequence (P61088 whole entry, looked up): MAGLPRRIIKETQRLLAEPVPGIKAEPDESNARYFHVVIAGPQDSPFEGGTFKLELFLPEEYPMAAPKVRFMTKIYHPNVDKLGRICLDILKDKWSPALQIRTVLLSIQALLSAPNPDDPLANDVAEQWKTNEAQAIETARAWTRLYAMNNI
SENP1 inh: blocks the human SENP1 SUMO protease catalytic domain. recombinant SENP1 catalytic domain, CyPet-SUMO1-YPet FRET cleavage. inhibition, % at 10 µM. 360,000 compounds, 0.21% hits. AID 624204;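 active means inhibition at least 30% at 10 µM, raw YFP signal under a set limit, fluorescence ratio 0.5 to 1.5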;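 further: 0% = enzyme with DMSO and 100% = no enzyme wells; some results filed as inactive read as strong as hits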
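Material – human SENP1 catalytic domain · Input – SENP1 enzyme, 20 pM final · Compound dosing – single concentration of 10 µM compound, 0.5% DMSO final · Timing – enzyme reaction for 50 min at room temperature, dark · Measured by – FRET fluorescence in CFP and YFP emission channels · Control set – no-enzyme wells low, DMSO-plus-enzyme wells high control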
SENP8 block-2: SENP8 protease inhibition. Q96LD8. purified SENP8, Z-RLRGG-aminoluciferin cleavage, luminescence. inhibition, % at 10 µM. 330,000 compounds, 1.2% hits. AID 2540; in the data active means inhibition above about 50%
HKDC1 inh: blocks human hexokinase HKDC1 activity | 340,000 compounds, 0.16% hits | inhibition, % at 20 µM | recombinant HKDC1, G6PDH/diaphorase resazurin coupled fluorescence | Q2TB90 | AID 493160;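 active means inhibition above about 35% when tested at 20 µM, limit read from the data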;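 further: plate controls were DMSO wells with enzyme for no effect and DMSO wells lacking enzyme for full effect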
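Test system: HK5 enzyme. Quantity: 5 µg/mL HK5 final. Reagent: glucose and ATP substrates. Schedule: 90 min reaction incubation at room temperature, dark. Technique: resazurin-to-resorufin fluorescence via G6PDH and diaphorase coupling, 525/613 nm. Control set: DMSO wells with and without enzyme mix.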
Starred values were filed as active, the others as inactive; ? = inconclusive; nt = no result given.

nr	molecule	MIN6 prolif	SENP6 block	PfGluPho inh	SENP7 block	SENP8 block-1
1	Cc1ccc(C)c(OCCCN2CCc3ccccc3C2)c1	3	11	-1	-1	18
2	COCCNC(=O)C(c1cccs1)N(CCc1ccccc1)C(=O)Cn1nnc2ccccc21 (stereo not drawn)	-1	-5	-2	1	18
3	CCOC(=O)c1c(NC(=O)c2nn(CC)cc2Br)sc(C)c1C	0	-9	40	-2	-293
4	CN(C)/C=C/C(=O)c1cccc(Oc2ncccn2)c1	-2	5	12	-3	8
5	O=C1/C(=C/c2ccc([N+](=O)[O-])cc2)C=C(c2ccccc2)N1c1ccc(O)cc1	-6	-3	-4	-9	24
6	O=[N+]([O-])c1ccc(-c2ccc(/C=N/n3cnnc3)o2)c(Br)c1	-4	4	5	4	-6
7	CCC(CC)C(=O)NCCNC(=O)C(CC)CC	-1	9	-7	5	5
8	C/C(=N/OC(=O)c1c(-c2c(Cl)cccc2Cl)noc1C)c1cnccn1	4	-5	-10	1	-8
9	CC(Oc1ccc(Cl)cc1Cl)c1nc(-c2ccc(NC(=O)c3ccncc3)cc2)no1 (stereo not drawn)	-6	-3	20	3	9
10	CCOC(=O)c1ccc(NC(=O)N2CCCCC2)cc1	-3	-7	-8	0	17
11	CSCC[C@H](NC(=O)C1CCN(C(=O)[C@@H](N)Cc2ccccc2)CC1)C(=O)O	-2	17	-7	-4	4
12	CNS(=O)(=O)c1cccc(C(=O)OCC(=O)NC2CCCC2)c1	0	5	13	-15	15

nr	UBC13 polyUb	SENP1 inh	SENP8 block-2	HKDC1 inh
1	7	-1	-4	0
2	-7	3	2	-1
3	8	1	4	-1
4	1	-3	-5	-1
5	-126	5	-3	23
6	-17	-2	-2	-4
7	5	2	0	-3
8	0	4	2	-8
9	27	1	2	-9
10	-9	2	-3	-4
11	6	0	6	-7
12	-5	-1	0	0

Next part.
nr	molecule	MIN6 prolif	SENP6 block	PfGluPho inh	SENP7 block	SENP8 block-1
13	CCn1c(SCC(=O)N/N=C/C=C/c2ccco2)nnc1-c1ccccc1	0	-10	19	-1	5
14	Cc1ccc(S(=O)(=O)N2[C@@H](c3ccc(C#N)cc3)C(C(=O)O)=C[C@H]2CC2CCCC2)cc1	-5	22	-17	11	9
15	CC(OC(=O)c1ccc(S(=O)(=O)N(C)c2ccccc2)cc1)C(=O)NCCC1=CCCCC1 (stereo not drawn)	0	-12	-2	0	24
16	N#Cc1c(N2C(=O)C3C4C=CC(C4)C3C2=O)sc2c1CCC2 (stereo not drawn)	-1	-8	3	1	4
17	CN(Cc1ccccc1)C(=O)[C@@H]1CCCN1S(=O)(=O)c1ccc(Cl)cc1	-2	8	16	-7	8
18	C[C@]12CCC(O)CC1CCC1C2CC[C@]2(C)C(c3cc(C(F)(F)F)n[nH]3)CCC12 (stereo partly drawn)	-5	-10	1	7	13
19	Clc1cccc(Cl)c1CON/C=N/c1ncnc2sccc12	0	-16	12	8	18
20	COc1cc(/C=C/C(=O)Nc2nc3ccc(S(=O)(=O)N(C)C)cc3s2)cc(OC)c1OC	3	-9	0	-8	-310
21	CCCSCCCNC(=O)c1ccccc1NC(=O)C1=CSCCO1	-4	2	7	-4	-2
22	COc1ccc([N+](=O)[O-])cc1NC(=O)C(C)OC(=O)CN1C(=O)C2CC=CCC2C1=O (stereo not drawn)	3	5	-1	-12	1
23	CCOC(=O)C(NC(C)=O)C(=O)Nc1ccc(C(C)C)cc1 (stereo not drawn)	-1	-14	4	2	-161
24	O=C1NN(c2ccc(Cl)cc2)C(=O)/C1=C\c1ccc(-c2cccc(C(=O)O)c2)o1	nt	nt	-4	nt	-58

nr	UBC13 polyUb	SENP1 inh	SENP8 block-2	HKDC1 inh
13	-5	0	-1	-3
14	-22	-2	12	17
15	-2	2	2	-3
16	3	4	-5	2
17	4	1	4	-9
18	2	2	-8	4
19	-3	3	-13	-2
20	9	-14	-12	-7
21	2	0	4	-4
22	-6	1	4	2
23	-12	1	0	-8
24	nt	-72	nt	11

Reformatted with each value named: four of the compounds above.
#8 C/C(=N/OC(=O)c1c(-c2c(Cl)cccc2Cl)noc1C)c1cnccn1
  MIN6 prolif = 4; SENP6 block = -5; PfGluPho inh = -10; SENP7 block = 1; SENP8 block-1 = -8; UBC13 polyUb = 0; SENP1 inh = 4; SENP8 block-2 = 2; HKDC1 inh = -8

#9 CC(Oc1ccc(Cl)cc1Cl)c1nc(-c2ccc(NC(=O)c3ccncc3)cc2)no1 (stereo not drawn)
  MIN6 prolif = -6; SENP6 block = -3; PfGluPho inh = 20; SENP7 block = 3; SENP8 block-1 = 9; UBC13 polyUb = 27; SENP1 inh = 1; SENP8 block-2 = 2; HKDC1 inh = -9

#10 CCOC(=O)c1ccc(NC(=O)N2CCCCC2)cc1
  MIN6 prolif = -3; SENP6 block = -7; PfGluPho inh = -8; SENP7 block = 0; SENP8 block-1 = 17; UBC13 polyUb = -9; SENP1 inh = 2; SENP8 block-2 = -3; HKDC1 inh = -4

#11 CSCC[C@H](NC(=O)C1CCN(C(=O)[C@@H](N)Cc2ccccc2)CC1)C(=O)O
  MIN6 prolif = -2; SENP6 block = 17; PfGluPho inh = -7; SENP7 block = -4; SENP8 block-1 = 4; UBC13 polyUb = 6; SENP1 inh = 0; SENP8 block-2 = 6; HKDC1 inh = -7

Carrying on.
nr	molecule	MIN6 prolif	SENP6 block	PfGluPho inh	SENP7 block	SENP8 block-1
25	O=C(C1CCN(S(=O)(=O)c2cnc[nH]2)CC1)N1CCN(Cc2ccc3c(c2)OCO3)CC1	-3	-7	13	-10	9
26	COc1ccc(CNCCS(=O)(=O)NC2CCCCC2)cc1	nt	nt	0	nt	7
27	Cc1cc(C(=O)N2CCN(S(C)(=O)=O)CC2)cs1	-1	-27	-7	-12	7
28	CC1=Nn2c(nnc2-c2ccc(F)cc2)SC1	0	13	9	-5	20
29	COc1cc(C(=O)NCC2CCCO2)cc(OC)c1OC (stereo not drawn)	0	-8	-3	-8	18
30	Cc1ccc(COc2ccsc2C(=O)NNC(N)=S)cc1	0	-6	-1	-2	23
31	CC(Sc1nnnn1C)C(=O)NC(=O)NC1CCCCC1 (stereo not drawn)	1	-16	-10	4	2
32	CCOc1ccc(CCNC(=O)CCc2nnc3ccc(N4CCCCC4)nn23)cc1OCC	7	4	9	1	-19
33	CCN(c1ccccc1)S(=O)(=O)c1ccc(Cl)c(NC(=O)CSc2nncs2)c1	0	-33	3	-8	24
34	CCOC(=O)C(CC)(CC)C(=O)/C=C/c1cccc(Br)c1	-6	-19	15	-7	22
35	CSCCCNC(=O)c1ccccc1OC1CCN(S(C)(=O)=O)CC1	1	4	4	6	5
36	O=C(Nn1cnnc1)c1ccccc1F	-2	-3	-5	14	0

nr	UBC13 polyUb	SENP1 inh	SENP8 block-2	HKDC1 inh
25	-5	1	-8	1
26	nt	-4	nt	1
27	-5	-1	-11	2
28	-4	-1	-8	2
29	7	0	-7	-5
30	-3	-1	-6	-3
31	-2	2	2	1
32	7	2	7	-8
33	-6	1	-10	-5
34	0	1	-5	10
35	6	0	1	13
36	-2	-137	-9	-4

Next part:
nr	molecule	MIN6 prolif	SENP6 block	PfGluPho inh	SENP7 block	SENP8 block-1
37	O=C(c1ccoc1)N1CCC2(CC1)Oc1ccc(Cl)cc1C(=O)C21CC(c2ccccc2)=NO1 (stereo not drawn)	-8	-29	12	8	8
38	CC(=O)Nc1ccc(NC(=O)C2CCCN(S(=O)(=O)c3ccc(-n4cnnn4)cc3)C2)cc1 (stereo not drawn)	-1	0	3	0	14
39	C=C(C)Cn1c(N2CCN(c3ccc(OC)cc3)CC2)nc2c1c(=O)n(C)c(=O)n2C	2	10	-2	-3	15
40	Nc1cccc(C(=O)NCCNC(=O)c2cccc(N)c2)c1	1	-4	1	10	-39
41	Cc1nc(C(=O)Nc2ccccc2)sc1C1(C)CC(c2cccnc2)=NO1 (stereo not drawn)	-2	-5	8	3	3
42	COCCN(C(=O)CC1C(=O)NCCN1Cc1ccc(-c2ccccc2)cc1)C(C)C (stereo not drawn)	1	8	-14	3	-52
43	O=C(CSc1nnc(-c2c[nH]c3ccccc23)o1)N1CCCCC1	1	-12	11	0	-54
44	Cc1c([N+](=O)[O-])c([N+](=O)[O-])nn1CC(=O)NCc1cccnc1	2	-11	50	3	6
45	Fc1ccccc1N1CCN(CCCNc2ccc3nncn3n2)CC1	1	-3	-14	-5	5
46	O=c1oc2ccccc2cc1-c1nc(-c2cccs2)cs1	2	7	-5	10	-229
47	CN1C(=O)NC(NC(=O)C2CCCCC2)(C(F)(F)F)C1=O (stereo not drawn)	-2	-1	1	11	15
48	O=C(O)c1cc(-c2ccc(Cl)cc2)n(-c2ccccc2)n1	-4	-9	24	-3	14

nr	UBC13 polyUb	SENP1 inh	SENP8 block-2	HKDC1 inh
37	2	1	-13	-1
38	4	0	-1	-2
39	0	1	2	-6
40	0	0	1	-4
41	12	2	-11	4
42	6	-12	1	-10
43	7	1	-10	-4
44	-1	-1	4	-5
45	0	1	2	11
46	?	-23	1	-6
47	0	1	2	-10
48	-1	1	-10	-13

Remaining list, next part.
nr	molecule	MIN6 prolif	SENP6 block	PfGluPho inh	SENP7 block	SENP8 block-1
49	COc1cc(C(=O)NNC(=O)C2CC2)cc(OC)c1OC	2	5	-15	-2	13
50	Cc1ccc(C2N(c3ccc(F)cc3)C(=O)C3CCCN32)cc1 (stereo not drawn)	-1	8	10	3	1
51	Cc1sc2nc(COC(=O)c3cccc(S(=O)(=O)N(C)c4ccccc4)c3)[nH]c(=O)c2c1C	-3	-16	0	4	-40
52	CCN(C[C@H]1N[C@@](C)(C(=O)OC)[C@H]2C(=O)N(Cc3ccccc3)C(=O)[C@@H]12)S(=O)(=O)c1ccc(OC)cc1	4	-11	-4	4	10
53	CCOC(=O)N1CCC(N(CCN(C)C)C(=S)Nc2ccc(F)c(Cl)c2)CC1	3	9	5	-1	8
54	O=C(Nc1cccc(C(F)(F)F)c1)c1cccc(NS(=O)(=O)c2ccc(O)c(C(=O)O)c2)c1	0	7	-45	5	-16
55	Cc1cc(Cl)ccc1NC(=O)CN1CCC(C(O)(c2ccccc2)c2ccccc2)CC1	-5	5	10	4	18
56	CCCCC(=O)Nc1ccc(C(=O)N2CCC(C(=O)OCC)CC2)cc1	-2	-26	-4	-4	8
57	CC1CCCC(NC(=O)CN2C(=O)NC(C)(c3ccccc3)C2=O)C1C (stereo not drawn)	-3	-11	0	15	-6
58	O=C(Cc1ccccc1)NNC(=O)C1CCCC1	-4	-1	-10	9	6

nr	UBC13 polyUb	SENP1 inh	SENP8 block-2	HKDC1 inh
49	2	3	1	-5
50	4	-13	-2	-6
51	-9	-47	-9	2
52	0	1	-11	-5
53	5	-1	-2	-11
54	2	2	7	1
55	-15	3	4	-6
56	-6	2	-10	-2
57	-4	-7	-4	-4
58	-3	2	-4	-10
